TDP2 inh: TDP2 (human) inhibition, absorbance primary screen. recombinant TDP2, T5PNP hydrolysis, p-nitrophenol absorbance 415 nm. inhibition, % at 12.8 µM. 370,000 tested, 0.34% active;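 active means inhibition above the mean of all tested compounds plus 3 SD, set per campaign, cut at about 25% in these data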;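 further: 0% = DMSO with enzyme and 100% = buffer with substrate but no TDP2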
Target sequence (O95551 whole entry, looked up): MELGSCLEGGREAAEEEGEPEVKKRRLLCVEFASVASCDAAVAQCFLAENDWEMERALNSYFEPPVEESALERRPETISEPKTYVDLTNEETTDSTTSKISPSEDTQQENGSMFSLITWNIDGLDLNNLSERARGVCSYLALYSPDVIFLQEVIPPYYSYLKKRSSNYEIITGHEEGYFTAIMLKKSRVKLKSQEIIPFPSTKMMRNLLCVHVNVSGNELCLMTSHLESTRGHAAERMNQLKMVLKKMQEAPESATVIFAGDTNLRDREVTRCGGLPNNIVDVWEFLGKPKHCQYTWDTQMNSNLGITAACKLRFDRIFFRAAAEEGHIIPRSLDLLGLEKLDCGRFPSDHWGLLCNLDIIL
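System – recombinant human TDP2 · Amount – 120 nM TDP2 per well · Buffer or medium – Mg2+-containing Tris-HCl buffer, pH 7.5 · Reagent – T5PNP substrate, 5 mM · Dosing – 12.8 µM single point, 1% DMSO · Incubation – 2 h at 37 °C · Measured by – epi absorbance · Read-out basis – percent inhibition · Benchmarks – high control without enzyme, low control DMSO plus TDP2 · Repeats – singlicate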
MBD2 DNA inh: MBD2-methylated oligo binding inhibition; 370,000 tested, 0.31% active; TR-FRET, MBD2 binding to methylated oligonucleotide; inhibition, % at 4.4 µM; in the data active means inhibition above about 13%
Target sequence (Q9UBB5 whole entry, looked up): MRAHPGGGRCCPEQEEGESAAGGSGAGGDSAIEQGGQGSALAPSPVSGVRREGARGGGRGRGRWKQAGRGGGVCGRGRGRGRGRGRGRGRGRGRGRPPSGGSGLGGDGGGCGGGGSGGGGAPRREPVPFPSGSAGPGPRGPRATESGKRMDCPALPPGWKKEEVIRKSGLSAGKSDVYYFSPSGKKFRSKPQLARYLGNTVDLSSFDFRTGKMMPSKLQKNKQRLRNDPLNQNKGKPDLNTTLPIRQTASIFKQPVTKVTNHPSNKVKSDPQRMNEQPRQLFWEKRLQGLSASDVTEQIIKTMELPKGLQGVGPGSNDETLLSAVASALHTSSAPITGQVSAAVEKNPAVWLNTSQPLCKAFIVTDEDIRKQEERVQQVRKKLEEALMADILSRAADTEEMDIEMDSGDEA
KLK7 zymogen act: activates the human kallikrein-7 zymogen | P49862 | purified proKLK7, EDANS-DABCYL substrate fluorescence; 100% is mature enzyme control, 0% vehicle | activation, % at 7 µM | 370,000 tested, 0.9% active | AID 652039;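 active means activation above the mean of all tested compounds plus 3 SD, computed per campaign excluding outliers beyond control limits, cut at about 13% in these data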
Target sequence (P49862 whole entry, looked up): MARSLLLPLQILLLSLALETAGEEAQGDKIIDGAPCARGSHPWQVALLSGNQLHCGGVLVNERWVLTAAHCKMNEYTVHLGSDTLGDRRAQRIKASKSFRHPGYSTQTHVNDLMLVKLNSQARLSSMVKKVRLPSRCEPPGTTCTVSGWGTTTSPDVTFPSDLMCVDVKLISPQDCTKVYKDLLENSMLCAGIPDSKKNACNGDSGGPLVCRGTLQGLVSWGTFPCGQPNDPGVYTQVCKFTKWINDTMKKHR
TCR CD3 inh: human TCR-CD3 binding inhibition | TAMRA-labeled TCR probe fluorescence, biochemical | inhibition, % at 9.4 µM | 360,000 tested, 0.37% active | AID 651800; in the data active means inhibition above about 19%;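 further: recombinant mutant TCR 2C K166C tagged with TAMRA read by polarization; 0% = receptor in buffer alone and 100% = receptor with positive control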
Tn7 DDE FP: inhibitors of Tn7 peptide binding to human fibrin DD(E) | P02675 | FP displacement of FITC-Tn7 peptide from fibrin DD(E); 0% = median of compound wells per plate | inhibition, % at 8.3 µM | 370,000 tested, 0.13% active | AID 720508;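 active means inhibition above the mean of compounds falling within the control limits plus 3 SD of them, cut at about 14% in these data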;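 further: 0% = plate median of compound wells and 100% = 10 µM Aha-Tn7 peptide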
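Assay system: Human fibrin DD(E) protein | Medium: Tris buffer with calcium and detergent, pH 7.8 | Reagent: 0.1 µM fluorescent Tn7 | Compound dosing: Single point at 8.3 µM | Times: 10 min preincubation, 3 h with tracer, room temperature | Detection: Fluorescence polarization of the labelled Tn7 tracer | Controls: Aha-Tn7 high control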
PRMT1 inh: blocks human protein arginine methyltransferase 1; Q99873; recombinant PRMT1, activity-based probe fluorescence polarization; 370,000 tested, 1.3% active; inhibition, % at 2.79 µM;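 active means inhibition above about 21% made by adding two undisclosed values, limit read from the data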
DDE Tn6 FP inh: disrupts Tn6 cyclic peptide binding to fibrin D-Dimer-E complex; P02675; Fibrin DD(E) TRITC-Tn6 fluorescence polarization displacement; inhibition, % at 8.3 µM; 370,000 tested, 0.21% active; AID 720509;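 active means inhibition above a per-campaign cutoff: mean of compounds within control limits plus 3 SD, cut at about 15% in these data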;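 further: 0% = median of all compound wells on the plate and 100% = blocking peptide control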
LEDGF integ inh: blocks HIV-1 LEDGF/p75-dependent DNA integration | TR-FRET IN-LEDGF/p75 DNA integration, Eu/Cy5 | inhibition, % at 3.7 µM | 370,000 tested, 0.64% active;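 active means inhibition above the screen-wide mean plus 3 SD, cut at about 13% in these data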;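 further: signal is the Cy5 over europium emission ratio at 671 and 618 nm; 0% = plate median of compound wells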
UHRF1 binding: human UHRF1 methylated DNA binding inhibitors; Q96T88; UHRF1 binding to methylated oligo, TR-FRET; inhibition, % at 4.4 µM; 370,000 tested, 0.75% active; AID 687016; in the data active means inhibition above about 21%;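 further: UHRF1 SRA domain binding a hemimethylated CpG hairpin DNA probe; 0% = median of test compound wells and 100% = reference inhibitor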
SIAE primary: inhibitors of human sialic acid acetylesterase SIAE; SIAE FP-Rh probe binding, fluorescence polarization; inhibition, % at 9.66 µM; 370,000 tested, 0.69% active;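 active means inhibition above a cutoff: mean of compounds within the control limits plus 3 SD of those, cut at about 17% in these data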;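 further: 0% = plate median of compound wells and 100% = probe without SIAE protein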
Starred values were filed as active, the others as inactive; . = no result given. Compounds as they come; any-hit rate near 4.6%.

TDP2 inh	MBD2 DNA inh	KLK7 zymogen act	TCR CD3 inh	Tn7 DDE FP	PRMT1 inh	DDE Tn6 FP inh	LEDGF integ inh	UHRF1 binding	SIAE primary	structure
10	4	-2.7	1	4	-1	-3	3	-3	-15	O=C(COC(=O)c1ccccc1NC(=O)c1ccco1)Nc1ncc(Cl)cc1Cl
-7	-1	0.2	4	2	15	2	-6	-7	1	CCC(=O)Nc1ccc(SC#N)cc1C
1	2	0.3	-7	-2	-2	2	2	2	-3	O=C(CCCCCNC(=O)N1CCn2c1nc1ccccc12)NCc1ccccc1
-6	-3	0.3	-2	4	-7	-1	-2	3	-9	CCN(CC)S(=O)(=O)c1ccc(-c2cc(C(=O)OC)sc2C(F)(F)F)cc1
3	0	0.3	2	-2	0	-10	-5	-1	7	CC(Sc1nnnn1C1CC1)C(=O)N1CC(=O)Nc2ccccc21 (stereo not given)
-8	-4	0.2	-1	-9	-2	8	2	-3	-7	O=C(NCCCc1ccncc1)C1CCC(=O)N(Cc2cccc(F)c2)C1 (stereo not given)
1	7	-1.0	-5	7	6	-5	2	4	-11	O=C(NC1CC1)C1CCN(C2CCN(C(=O)CC3=CCCCC3)CC2)CC1
6	-1	0.6	-5	0	5	-4	-7	-1	11	COc1ccc(C(NC(=O)C(C)C)c2ccc3cccnc3c2O)cc1 (stereo not given)
18	-10	0.6	-2	7	3	0	1	2	8	CCCN1C(=O)/C(=C\C=C2/C=CN(CC)c3ccccc32)SC1=S
-2	2	-0.1	2	5	1	-2	-2	0	-2	O=S(=O)(Nc1ccc(Br)cc1)c1cccc2nonc12
0	2	-0.1	-2	-2	3	3	-2	-2	0	CC(=O)C1=C(O)C(=O)N(Cc2ccccc2)C1c1ccc([N+](=O)[O-])cc1 (stereo not given)
13	2	0.2	0	-6	1	-1	-3	-1	7	CCCCN(C(=O)c1cccc(N2C(=O)c3ccccc3C2=O)c1)c1c(N)n(CCCC)c(=O)[nH]c1=O
9	-6	-0.8	-4	-5	-1	-12	-4	-1	4	COc1cc(C2/C(=C(/O)c3ccc(OCC(C)C)cc3)C(=O)C(=O)N2CCN(C)C)ccc1O (stereo not given)
-4	0	7.3	0	-11	-2	-4	0	-4	8	CC(C)CC(=O)Nc1ccc2oc(-c3ccncc3)nc2c1
-5	-1	-0.3	-7	2	0	6	-4	-2	7	COc1ccccc1C(=O)NS(=O)(=O)c1ccc(C)cc1
3	-1	0.0	-2	0	1	-8	2	3	-8	Cc1cc(C)cc(NC(=O)CN2CCCN(S(=O)(=O)c3ccc(Br)s3)CC2)c1
1	-7	0.3	-2	-1	2	5	3	0	6	Cc1cc(C)cc(NC(=O)CCC(=O)N2CCSc3ccccc32)c1
8	-6	-0.1	6	7	2	-8	-3	-1	17*	CCCCN1CCN=C1N(C)C
6	61*	-0.7	10	-7	7	-11	4	1	9	O=C(COC(=O)CNC(=O)c1ccc(Cl)cc1)Nc1ccc(Cl)cc1C(F)(F)F
1	1	0.2	-2	-2	-1	3	2	-4	-1	NC(=O)c1ccccc1N/C=C/C(=O)c1ccc(Cl)cc1
0	1	0.5	8	4	-2	0	0	0	8	Cc1ccsc1C(=O)NCCc1c[nH]c2ccccc12
-3	0	-0.3	11	0	4	5	1	-3	-18	NC(=O)Nc1ccc(C(=O)OCC(=O)Nc2sccc2C(N)=O)cc1
-7	-1	-0.4	2	1	3	10	3	0	2	CCCCCCCCN1C(=O)[C@@H](CC(=O)NCCCOCCCC)C[C@@]2(C(=O)OC)C1=C[C@H](C1CCCC1)O[C@@H]2C
0	6	0.0	-6	5	1	0	2	4	-6	O=C(CCN1CCc2ccccc2C1)Nc1ccccc1F
-7	4	-1.1	-8	8	3	2	-2	3	-6	COc1ccc(CCNc2ncnc3cc(OC)c(OC)cc23)cc1OC
5	3	0.1	-6	7	3	-8	1	0	-1	COc1ccc(CCn2nnnc2C(c2ccc(Cl)cc2)N2CCN(C)CC2)cc1OC (stereo not given)
4	-2	0.4	.	1	-5	-1	1	4	-3	O=C(OCc1cn(Cc2ccc(F)c(F)c2)nn1)N1CCOCC1
-18	-4	0.9	-7	-10	-1	1	3	4	0	CC(=O)Nc1ccc(Nc2nc(C)c([N+](=O)[O-])c(Nc3ccc(NC(C)=O)cc3)n2)cc1
-1	1	-0.7	18	6	8	1	10	-1	6	O=C(N/N=C/C=C\c1ccco1)c1ccccn1
-7	0	0.0	2	6	1	7	-2	0	-2	COc1ccc(NC(=O)c2scc(S(=O)(=O)C(C)C)c2N)cc1

One compound at a time, as listed above.
COc1cc(C2/C(=C(/O)c3ccc(OCC(C)C)cc3)C(=O)C(=O)N2CCN(C)C)ccc1O (stereo not given) as listed: TDP2 inh: 9; MBD2 DNA inh: -6; KLK7 zymogen act: -0.8; TCR CD3 inh: -4; Tn7 DDE FP: -5; PRMT1 inh: -1; DDE Tn6 FP inh: -12; LEDGF integ inh: -4; UHRF1 binding: -1; SIAE primary: 4
Cc1ccsc1C(=O)NCCc1c[nH]c2ccccc12 as listed: TDP2 inh: 0; MBD2 DNA inh: 1; KLK7 zymogen act: 0.5; TCR CD3 inh: 8; Tn7 DDE FP: 4; PRMT1 inh: -2; DDE Tn6 FP inh: 0; LEDGF integ inh: 0; UHRF1 binding: 0; SIAE primary: 8

In another format: entries from further up
canonical_smiles	TDP2 inh	MBD2 DNA inh	KLK7 zymogen act	TCR CD3 inh	Tn7 DDE FP	PRMT1 inh	DDE Tn6 FP inh	LEDGF integ inh	UHRF1 binding	SIAE primary
CCCCN(C(=O)c1cccc(N2C(=O)c3ccccc3C2=O)c1)c1c(N)n(CCCC)c(=O)[nH]c1=O	13	2	0.2	0	-6	1	-1	-3	-1	7
COc1cc(C2/C(=C(/O)c3ccc(OCC(C)C)cc3)C(=O)C(=O)N2CCN(C)C)ccc1O (stereo not given)	9	-6	-0.8	-4	-5	-1	-12	-4	-1	4
CC(C)CC(=O)Nc1ccc2oc(-c3ccncc3)nc2c1	-4	0	7.3	0	-11	-2	-4	0	-4	8
COc1ccccc1C(=O)NS(=O)(=O)c1ccc(C)cc1	-5	-1	-0.3	-7	2	0	6	-4	-2	7
Cc1cc(C)cc(NC(=O)CN2CCCN(S(=O)(=O)c3ccc(Br)s3)CC2)c1	3	-1	0.0	-2	0	1	-8	2	3	-8
Cc1cc(C)cc(NC(=O)CCC(=O)N2CCSc3ccccc32)c1	1	-7	0.3	-2	-1	2	5	3	0	6
CCCCN1CCN=C1N(C)C	8	-6	-0.1	6	7	2	-8	-3	-1	17*
O=C(COC(=O)CNC(=O)c1ccc(Cl)cc1)Nc1ccc(Cl)cc1C(F)(F)F	6	61*	-0.7	10	-7	7	-11	4	1	9
NC(=O)c1ccccc1N/C=C/C(=O)c1ccc(Cl)cc1	1	1	0.2	-2	-2	-1	3	2	-4	-1
Cc1ccsc1C(=O)NCCc1c[nH]c2ccccc12	0	1	0.5	8	4	-2	0	0	0	8
NC(=O)Nc1ccc(C(=O)OCC(=O)Nc2sccc2C(N)=O)cc1	-3	0	-0.3	11	0	4	5	1	-3	-18
CCCCCCCCN1C(=O)[C@@H](CC(=O)NCCCOCCCC)C[C@@]2(C(=O)OC)C1=C[C@H](C1CCCC1)O[C@@H]2C	-7	-1	-0.4	2	1	3	10	3	0	2
O=C(CCN1CCc2ccccc2C1)Nc1ccccc1F	0	6	0.0	-6	5	1	0	2	4	-6
COc1ccc(CCNc2ncnc3cc(OC)c(OC)cc23)cc1OC	-7	4	-1.1	-8	8	3	2	-2	3	-6
COc1ccc(CCn2nnnc2C(c2ccc(Cl)cc2)N2CCN(C)CC2)cc1OC (stereo not given)	5	3	0.1	-6	7	3	-8	1	0	-1
O=C(OCc1cn(Cc2ccc(F)c(F)c2)nn1)N1CCOCC1	4	-2	0.4	.	1	-5	-1	1	4	-3

Next section
TDP2 inh	MBD2 DNA inh	KLK7 zymogen act	TCR CD3 inh	Tn7 DDE FP	PRMT1 inh	DDE Tn6 FP inh	LEDGF integ inh	UHRF1 binding	SIAE primary	structure
-7	-4	0.3	1	-7	2	1	-2	1	-6	Cc1ccc(NC(=S)NC(NC(=O)c2ccccc2C)C(Cl)(Cl)Cl)c(C)c1 (stereo not given)
2	-4	-0.3	2	-2	6	-5	1	3	7	Cc1ccc2c(CN3CCC(C(N)=O)CC3)cc(=O)oc2c1C
9	4	-0.2	-1	-1	0	-1	-2	3	8	COc1ccc(N2CCN(CC(=O)Nc3ccc(-n4cnnn4)cc3)CC2)cc1
1	-6	0.0	1	-2	-5	3	2	-6	-3	Cc1ccc2c(c1)C(=NC1CCCCC1)c1cc3ccccc3nc1-2
-5	4	-0.6	-3	-4	-2	-6	-1	2	3	OC(COc1ccc(CNCc2cccnc2)cc1)CN1CCc2ccccc2C1 (stereo not given)
8	2	-0.4	2	7	-1	-5	0	2	-3	COc1ccccc1CNC(=O)c1ccc(Br)o1
9	-2	0.3	4	11	1	-6	-2	2	-7	Cc1ccc(-c2nnc(NC(=O)CCS(=O)(=O)c3ccc(F)cc3)o2)c(C)c1
2	2	0.2	10	-3	1	-6	4	12	-5	CC(=O)c1ccc(NC(=O)Nc2ccncc2)cc1
-4	-6	-0.4	1	-1	-1	-2	-1	-2	4	N#Cc1cc2ccccc2nc1SCC(=O)Nc1ccccc1N1CCOCC1
5	1	1.1	-1	0	1	-3	-2	0	-3	COc1ccc(C(=O)CN2Cc3ccccc3C2=N)cc1
6	2	0.1	-1	5	2	0	-7	-1	4	CCn1c(C(=O)O)c(S(=O)(=O)c2ccc(Cl)cc2)c2ccccc21
12	4	-0.1	2	-4	-1	-8	-1	-1	7	CC(=O)NC(c1ccc(F)c(F)c1)c1nc(-c2cnn(C)c2)cs1 (stereo not given)
-1	5	0.3	3	5	0	-3	1	4	3	Cc1cc(C)n(Cc2ccc(C(=O)Nc3ccc(Br)cc3C)o2)n1
-7	-2	-4.8	3	1	-6	1	4	0	-9	COCCN(C(=O)COC(=O)/C=C/c1ccc(SC)cc1)c1c(N)n(Cc2ccccc2)c(=O)[nH]c1=O
